SIAE primary – blocks human sialic acid acetylesterase. Q9HAT2. SIAE FP-Rh probe binding, fluorescence polarization. inhibition, % at 9.66 µM. 370,000 tested, 0.69% active. AID 1053197;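 active = inhibition above a cutoff: mean of compounds within the control limits plus 3 SD of those, cut at about 17% in these data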;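 note: 0% = plate median of compound wells and 100% = probe without SIAE protein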
PRMT1 FP inh – blocks human protein arginine methyltransferase 1 | recombinant PRMT1, activity-based probe fluorescence polarization | inhibition, % at 2.79 µM | 370,000 tested, 1.3% active | Q99873;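 active = inhibition above about 21% made by adding two undisclosed values, limit read from the data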
LEDGF integ inh – blocks HIV-1 LEDGF/p75-dependent DNA integration; 370,000 tested, 0.64% active; TR-FRET IN-LEDGF/p75 DNA integration, Eu/Cy5; inhibition, % at 3.7 µM;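 active = inhibition above the screen-wide mean plus 3 SD, cut at about 13% in these data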;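 note: signal is the Cy5 over europium emission ratio at 671 and 618 nm; 0% = plate median of compound wells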
TDP2 absorb – TDP2 (human) inhibition, absorbance primary screen; 370,000 tested, 0.34% active; inhibition, % at 12.8 µM; O95551; recombinant TDP2, T5PNP hydrolysis, p-nitrophenol absorbance 415 nm;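 active = inhibition above the mean of all tested compounds plus 3 SD, set per campaign, cut at about 25% in these data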;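 note: 0% = DMSO with enzyme and 100% = buffer with substrate but no TDP2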
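Assay system: recombinant human TDP2 / Reagent: T5PNP substrate at 5 mM, a TopII-DNA adduct mimic / Measured by: epi absorbance from released p-nitrophenol / Evaluation: % inhibition relative to enzyme-containing and enzyme-free wells / Control set: enzyme-free and DMSO wells / Replicates: each compound tested once, singlicate / Schedule: enzyme reaction with compound for 2 h at 37 °C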
rCAG RNA binder – molecules binding r(CAG) RNA repeats | AID 651821 | r(CAG) RNA repeat, TO-PRO-1 dye displacement fluorescence | inhibition, % at 3 µM | 370,000 tested, 1.3% active;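 active = inhibition above the plate cutoff, the mean of all test compounds on that plate plus 3 SD, cut at about 35% in these data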;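 note: 0% = DMSO alone and 100% = 100 µM mitoxantrone as full dye displacement; higher means more dye released from RNA so lower well fluorescence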
GC-B act – GC-B (human) receptor activation; P20594; HEK293-GC-B cells, CNP EC30, cGMP TR-FRET; 0% at EC30 CNP, 100% saturating CNP; activation, % at 10 µM; 370,000 tested, 0.11% active; AID 1920062;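 active = activation at 10 µM reaching about 35% in either raw or pattern-adjusted values, limit read from the data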
mABHD4 FP – inhibits mouse alpha/beta hydrolase domain 4; Q8VD66; purified mABHD4, FP-Rh probe fluorescence polarization; inhibition, % at 8.92 µM; 370,000 tested, 0.54% active; AID 720543;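 active = inhibition exceeding the mean over every tested compound plus 3 SD, cut at about 30% in these data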;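 note: 0% = plate median of compound wells and 100% = S159A mutant with DMSO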
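Material: mouse ABHD4 enzyme, wild type; Benchmarks: S159A mutant high control, sample median low control; Buffer or medium: HEPES pH 7.0, NaCl, Pluronic buffer; Signal: fluorescence polarization; Read-out: percent inhibition of probe binding, normalized to plate controls; Timing: pre-incubation 45 min, probe exposure 60 min, at 25 °C; Dosing: 8.92 µM, single dose.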
HTRA1 inh – blocks human HTRA1 serine peptidase; recombinant HTRA1, FP-rhodamine activity-based probe, fluorescence polarization; inhibition, % at 5.96 µM; Q92743; 340,000 tested, 0.5% active; in the data active = inhibition above about 36%;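 note: 0% = enzyme with DMSO and 100% = wells lacking enzyme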
Target sequence (Q92743 whole entry, looked up): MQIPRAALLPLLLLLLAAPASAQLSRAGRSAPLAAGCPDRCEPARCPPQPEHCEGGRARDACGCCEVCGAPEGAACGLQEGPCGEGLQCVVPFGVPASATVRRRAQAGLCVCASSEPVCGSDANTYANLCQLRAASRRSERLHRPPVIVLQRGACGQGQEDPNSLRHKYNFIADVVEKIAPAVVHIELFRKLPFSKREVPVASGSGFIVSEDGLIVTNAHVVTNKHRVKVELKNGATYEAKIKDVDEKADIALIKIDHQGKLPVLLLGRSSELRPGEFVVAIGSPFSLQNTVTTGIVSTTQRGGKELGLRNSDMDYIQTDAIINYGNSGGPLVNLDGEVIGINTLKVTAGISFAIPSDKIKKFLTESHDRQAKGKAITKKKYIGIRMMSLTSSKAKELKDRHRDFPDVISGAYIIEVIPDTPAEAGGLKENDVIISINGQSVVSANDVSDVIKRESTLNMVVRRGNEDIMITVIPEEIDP
TCR CD3 inh – human TCR-CD3 binding inhibition | TAMRA-labeled TCR probe fluorescence, biochemical | inhibition, % at 9.4 µM | 360,000 tested, 0.37% active | AID 651800; in the data active = inhibition above about 19%;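 note: recombinant mutant TCR 2C K166C tagged with TAMRA read by polarization; 0% = receptor in buffer alone and 100% = receptor with positive control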
MBD2 DNA inh – inhibitors of human MBD2 binding to methylated oligonucleotide; 370,000 tested, 0.31% active; TR-FRET; inhibition, % at 4.4 µM; in the data active = inhibition above about 13%
Target sequence (Q9UBB5 whole entry, looked up): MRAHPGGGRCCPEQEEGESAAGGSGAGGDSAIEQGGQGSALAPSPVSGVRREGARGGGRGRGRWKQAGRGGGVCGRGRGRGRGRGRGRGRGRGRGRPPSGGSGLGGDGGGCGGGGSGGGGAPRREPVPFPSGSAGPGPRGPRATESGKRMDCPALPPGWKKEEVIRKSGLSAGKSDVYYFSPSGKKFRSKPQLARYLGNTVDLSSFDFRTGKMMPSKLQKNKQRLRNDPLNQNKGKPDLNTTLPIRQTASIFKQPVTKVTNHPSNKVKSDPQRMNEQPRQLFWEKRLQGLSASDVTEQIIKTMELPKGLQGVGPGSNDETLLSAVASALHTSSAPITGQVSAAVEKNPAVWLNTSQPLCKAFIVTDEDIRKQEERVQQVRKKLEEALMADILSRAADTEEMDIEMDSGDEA
* marks the source's active call; other numbers are inactive results; . = no result given.

structure	SIAE primary	PRMT1 FP inh	LEDGF integ inh	TDP2 absorb	rCAG RNA binder	GC-B act	mABHD4 FP	HTRA1 inh	TCR CD3 inh	MBD2 DNA inh
O=C(O)c1cc(-c2ccc(N3CCOCC3)cc2)nn1-c1ccc(F)cc1F	-2	2	-2	5	4	5	6	0	5	2
CCc1ccc(C2=NN(CCC(=O)NCC3CCCO3)C(=O)CC2)cc1 (centres undefined)	1	-1	2	8	-1	2	0	1	4	4
COc1cccc(CN2C(=O)CCC2(C)C(=O)NCCc2ccc(OC)c(OC)c2)c1 (centres undefined)	11	0	4	-6	-6	-1	6	3	-3	6
COc1ccccc1OCc1ccc(C(=O)N2CCCCC2)o1	7	0	6	3	-5	-3	-3	0	-3	2
CC(C)(C)NCC1(CO)SC(N)=NC1=O (centres undefined)	5	6	0	8	0	2	9	2	3	3
Cc1ccnc2nc(C(=O)Nc3ccc4c(c3)OCO4)nn12	1	1	2	-4	7	-4	-9	-1	5	10
O/N=C/c1cc(Br)cs1	5	3	-3	-11	-2	-1	-1	4	-6	0
Cc1sc(NC(=O)Cc2ccc3c(c2)OCO3)nc1-c1ccc2c(c1)CCN2C(=O)c1cccc(F)c1	-2	9	9	-9	24	4	2	2	-13	0
O=C(C1=C[C@@H](C2CC2)C[C@@H](OCc2ccc(CO)cc2)O1)N1CCN(Cc2ccc3c(c2)OCO3)CC1	-1	0	-1	12	-7	4	4	-6	-1	1
Cc1ccc(C2(C)NC(=O)N(CC(=O)NCc3cccs3)C2=O)cc1 (centres undefined)	2	2	3	-6	2	-7	-3	4	-1	0
Cc1c(C(=O)Nc2ccc(-c3nnc4n3CCCCC4)cc2)oc2c1ccc1ccccc12	-35	-1	1	-4	11	8	-14	-103	0	1
Cc1ccc(C)c2[nH]c(=O)c(C(c3nnnn3Cc3ccco3)N3CCc4ccccc4C3)cc12 (centres undefined)	4	18	3	11	14	6	8	-8	-5	-5
Fc1cccc2sc(Nc3nnc(-c4ccco4)o3)nc12	1	1	4	0	13	-3	5	-1	9	-5
COCCCN1C(=O)C(CC(=O)NCc2cccs2)CC(C(=O)N(C)C)=C1C (centres undefined)	-3	0	-3	0	4	3	6	2	4	1
COc1ccc(C(=O)c2cc(C(C)=O)c(Nc3ccccc3)s2)cc1	-5	-2	-1	1	2	5	-3	-10	-2	-4
O=C(NC1CCCCCC1)c1nc2ncccn2n1	7	-3	-10	-8	0	-5	2	1	-3	-4
CCCCN1C2=C(C(=O)CC(C)(C)C2)C(c2ccccc2)C2=C1c1ccccc1C2=O (centres undefined)	12	-1	1	10	0	-11	3	10	-3	-1
O=[N+]([O-])c1ccc(O)c(P(=O)(c2ccccc2)c2ccccc2)c1	-2	8	-3	-4	5	3	5	5	-2	2
Cc1ccc(OCC(=O)Nc2ccc(NC(=O)c3ccccc3)c(C)c2)cc1	-8	0	3	-11	0	4	0	2	5	0
Cc1ccc(S(=O)(=O)Nc2ccc3c(c2)n(C)c(=O)n3C)c(C)c1	3	-3	2	1	-2	3	4	4	6	3
O=C(Nn1cnnc1)c1ccncc1	-4	0	-1	2	1	5	1	5	8	-5
CN(CC(=O)Nc1ccc(Cl)cc1)C(=O)c1cccc(S(=O)(=O)NCc2ccccc2)c1	-4	0	4	8	6	-4	-7	-20	5	-1
CCCC(=O)N(c1ccc2oc(=O)sc2c1)S(=O)(=O)c1cccs1	-33	85*	-1	2	28	3	-19	29	2	2
O=C(CCNS(=O)(=O)c1ccc(OC(F)(F)F)cc1)Nc1cccc(S(=O)(=O)N2CCCC2)c1	-9	2	1	-5	4	8	-7	-4	5	-1
Cc1ccc(C2=NC3(CCCCC3)NC2=S)cc1	0	3	-1	5	-4	1	5	-4	-4	-3
Cc1ccc(/C=C2/C(=N)N3N=C(CC(=O)N4CCCC4)SC3=NC2=O)cc1	2	1	1	2	14	0	-3	3	9	1
O=C(CNC(=O)c1ccccc1F)c1ccc(Br)cc1	4	5	-6	-2	-3	-3	0	3	-9	-1
CC(C)N1C(=O)N(c2ccc(Cl)cc2)C(C)(O)CC1(C)C (centres undefined)	-1	-2	-3	1	-9	2	0	3	1	-5
O=C1OC(Cc2ccccn2)C(O)=C1C1=NCCCCN1 (centres undefined)	-1	1	-1	-8	2	2	-4	1	4	-1
O=C(/C=C/c1ccccc1[N+](=O)[O-])NCCc1ccc(F)cc1	-3	2	-2	-2	0	-4	-4	-10	0	0

Taken from above:
Reading of `O=[N+]([O-])c1ccc(O)c(P(=O)(c2ccccc2)c2ccccc2)c1` in LEDGF integ inh: -3
Reading of `CC(C)N1C(=O)N(c2ccc(Cl)cc2)C(C)(O)CC1(C)C` (centres undefined) in MBD2 DNA inh: -5

(cont.)
structure	SIAE primary	PRMT1 FP inh	LEDGF integ inh	TDP2 absorb	rCAG RNA binder	GC-B act	mABHD4 FP	HTRA1 inh	TCR CD3 inh	MBD2 DNA inh
COc1ccc(CCNC(=O)c2nonc2N)cc1	4	-1	2	6	2	1	7	5	10	-2
CCCCC(=O)N(c1ccc(OC)cc1)C1C=CS(=O)(=O)C1 (centres undefined)	1	-2	3	2	-5	-14	2	-2	-3	-3
Cn1cc(C(=O)N/N=C/C=C/c2ccccc2)ccc1=O	0	4	-5	-2	1	-5	9	-3	-1	-2
CC(C)N(Cc1nccn1C)C(=O)CC1C(=O)NCCN1Cc1ccc(F)cc1 (centres undefined)	0	-1	4	23	0	0	2	2	10	0
COCCNC(=O)C(NC(=O)C1CCCCC1)C12CC3CC(CC(C3)C1)C2 (centres undefined)	8	-8	4	4	-12	-2	-1	-4	3	1
CC(C)NCC(O)COc1c(F)cc(Br)cc1F (centres undefined)	1	5	-4	-11	10	7	0	4	-6	1
Cc1cccc(N2CCN(C(=O)C3CCCCC3)CC2)c1C	-1	0	2	-10	-7	-6	3	-11	3	3
CC(=O)C1=C(S(=O)(=O)c2ccc(C)cc2)CS(=O)(=O)C1	-5	76*	0	-1	-2	9	-3	0	-7	-3
CN(C)c1ccccc1C(=O)N1CCC(n2nccc2NC(=O)C2CC2)CC1	-4	-4	1	-9	2	1	6	7	5	4
COc1cc(C2Nc3ccccc3C(=O)N2c2ccc(Cl)cc2)c(Cl)cc1OCC(=O)O (centres undefined)	-9	-1	0	-3	9	2	-9	-16	2	-2
Cc1onc(-c2ccccc2)c1C(=O)O/N=C(\N)c1ccc([N+](=O)[O-])o1	-3	9	-6	-1	-1	-2	5	-1	-11	2
Cc1c(-c2ccccc2)c(=O)oc2ccc(O)cc12	2	2	2	-9	4	-3	-3	0	0	-4
CN1C(=O)N(CN2CCCCC2)C2C1N(C)C(=O)N2CN1CCCCC1 (centres undefined)	1	-2	-2	14	-2	6	6	6	9	3
O=C(Nn1cnnc1)c1cc(Br)ccc1Cl	-1	-1	2	8	-3	5	-1	-3	-12	2
COCCCNC(=S)NNC(=S)Nc1cccc(Cl)c1	10	-4	2	-4	-3	0	4	.	-3	-2
CC(=O)n1cc(-c2ccncc2)c2ccccc21	5	-2	-6	-7	0	1	0	2	5	-3
CNc1cc(CSC)nc(SCc2ccc(Cl)c(Cl)c2)n1	-6	0	3	2	0	2	-13	-52	-3	0
CC1CCc2nc(NC(=O)CN3CCOCC3)sc2C1 (centres undefined)	1	-3	2	8	-3	3	5	6	3	-5
C=CCNS(=O)(=O)c1ccc(N2C(=O)c3ccccc3C2=O)cc1	4	-5	3	-7	-2	-5	-2	0	6	-5
CN(C)c1ccc(/C=N/NC(=O)c2ccc3c(c2)OCCO3)cc1	-1	0	1	-2	-3	1	6	1	6	-2
O=C(CCCOC(=O)c1ccc(O)cc1O)c1ccc(F)cc1	-5	0	-3	-1	3	2	-8	-7	8	-7
Nc1c(Cl)cc(N=Nc2ccccc2)cc1Cl	3	-1	0	5	4	-7	3	1	8	0
CCOC(=O)Nc1ccc(S(=O)(=O)N2CCOCC2)cc1	1	-3	1	-7	-4	3	1	8	7	3
Cc1ccc(S(=O)(=O)N2CC3(C)CN(S(=O)(=O)c4ccc(C)cc4)CC(C)(C2)C3=O)cc1	-2	0	5	-18	4	5	-9	-7	2	1
COc1cc(C(C)=O)ccc1COc1ccc(C(=O)OCC(=O)NC2CCS(=O)(=O)C2)cc1OC (centres undefined)	2	-1	0	7	4	5	7	1	1	1
CCCCNCc1cc2ccccc2o1	-5	0	1	-11	-1	-5	4	7	5	2
O=C(Nc1ccc(F)cc1)OCc1cn(Cc2ccccc2)nn1	-2	-3	-2	-1	3	-1	-1	.	.	0
NC(N)=NS(=O)(=O)c1ccc(NC(=S)NC(=O)/C=C/c2cccs2)cc1	-49	4	-6	-8	9	-4	-81	-25	3	8
CC(=O)Nc1ccc(NC(=O)CC2Nc3cccc4cccc(c34)NC2=O)cc1 (centres undefined)	7	13	7	13	10	1	20	13	4	-4
Cc1cc2c(cc1S(=O)(=O)CCC(=O)Nc1cccc(C(F)(F)F)c1)OCC(=O)N2	0	4	-4	0	1	-4	-4	0	-1	2
CC(C)S(=O)(=O)N1CCCC(C(=O)c2cccc(Cl)c2)C1 (centres undefined)	-2	5	-4	5	-4	-3	-3	-6	-7	-3
CNC1(C(N)=O)CCNCC1	-1	4	-6	-10	7	-4	3	5	-7	-1
CN(C)CCCC1Sc2ccccc2Sc2ccccc21 (centres undefined)	-2	1	5	6	2	-14	16	0	6	0
COc1ccc(CC(=O)NNS(=O)(=O)c2ccc(F)cc2)cc1OC	0	2	-4	-2	2	-4	0	-10	2	-7
COc1ccc(C(=O)NCCSCc2ccccc2)cc1OC	-2	2	1	-1	-6	-6	-6	4	8	2
CC12CCC(C(=O)OC3CCCCC3)(OC1=O)C2(C)C (centres undefined)	5	-2	-1	0	-6	4	-5	0	5	2
O=C(CCSc1ccccc1Cl)Nc1cccc([N+](=O)[O-])c1	-26	0	4	-21	14	-10	-35	-40	1	4
CC(Sc1nc(N)cc(=O)[nH]1)C(=O)NCC(=O)Nc1ccc(F)c(F)c1F (centres undefined)	0	1	-4	-6	2	7	6	9	1	2
O=C(Cc1cccs1)N1CCN=C1SCc1ccc(F)cc1	5	1	-1	-3	4	0	1	-1	2	5
CCC(C(=O)NNC(=O)c1cnccn1)c1ccccc1 (centres undefined)	5	-2	-1	3	3	2	1	3	-1	-3
COc1ccc(S(=O)(=O)NCc2c(-c3ccccc3)noc2C)c(OC)c1	7	-2	6	-9	-1	-2	-5	-7	-12	1
Cc1c(N2C(=O)c3ccccc3C2(O)c2ccccc2)c(=O)n(-c2ccccc2)n1C (centres undefined)	0	1	5	0	-5	-1	3	-5	7	-4

Bioassay records deposited in PubChem BioAssay by several laboratories.

An excerpt (hit frequency here may not be typical).
